Pf growth 48h: P. falciparum growth inhibition at 48 hours (one generation); 5.9% of 310,000 active; AID 504832; P. falciparum luciferase growth in erythrocytes, 48 h; Potency, µM (highest dose often 28.7 µM), for the others: top-dose activity change, negative = inhibition, hits mostly inhibitors; further: potency means the concentration at half of the fitted maximal effect; on the % scale 0 is the no-effect control and ±100 the full control effect
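Firefly luciferase activity from engineered P. falciparum reports growth; inhibitors lower the luminescent signal. Cultures contained 2% hematocrit erythrocytes at 0.1% final parasitemia.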
CHX counter: affects cycloheximide protein synthesis inhibition readout, counter-screen | AID 2314 | max response, % | 12% of 300,000 active | cell reporter, cycloheximide protein synthesis inhibition counterscreen; in the data active means max response mostly above about 13%, no sharp cut-off; inactive means mostly below about 14%; further: read at 38.3 µM for the half of the compounds with a filed dose; 0% is about no effect
LmPK inh: inhibitors of Leishmania mexicana pyruvate kinase. 0.37% of 290,000 active. AID 1721. Potency, µM (series often up to 57.5 µM), inactives show top-dose activity change, negative = inhibition, usual class: inhibitors. purified LmPK, Kinase-Glo ATP luminescence, 1 h. Q27686; further: potency means the concentration at half of the fitted maximal effect; on the % scale 0 is the no-effect control and ±100 the full control effect
Target sequence (Q27686 whole entry, looked up): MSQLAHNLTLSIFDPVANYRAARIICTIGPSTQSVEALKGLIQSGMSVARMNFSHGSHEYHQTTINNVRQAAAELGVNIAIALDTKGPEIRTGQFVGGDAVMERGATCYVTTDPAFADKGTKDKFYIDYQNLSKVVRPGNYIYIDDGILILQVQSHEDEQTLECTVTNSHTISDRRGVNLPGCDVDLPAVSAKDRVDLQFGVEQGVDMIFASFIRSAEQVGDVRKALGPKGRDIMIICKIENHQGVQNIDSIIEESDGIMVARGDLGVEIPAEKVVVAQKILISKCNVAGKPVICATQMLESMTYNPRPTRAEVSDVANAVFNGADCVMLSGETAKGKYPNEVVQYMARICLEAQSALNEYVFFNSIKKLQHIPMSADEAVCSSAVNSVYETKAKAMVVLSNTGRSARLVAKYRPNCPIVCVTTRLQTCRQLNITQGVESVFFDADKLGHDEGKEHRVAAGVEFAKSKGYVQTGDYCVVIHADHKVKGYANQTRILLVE
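Kinase-Glo luminescence read after 1 h RT reaction of 0.1 nM LmPK with 0.5 mM PEP and 0.1 mM ADP. Activity scaled between uninhibited and enzyme-free controls.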
HCV inh: inhibitors of hepatitis C virus infection; Huh7.5.1 HCVcc-Cre infection, luciferase reporter, 44 h; Potency, µM (top dose mostly 41.8 µM), inactives show at the top dose activity change, negative = inhibition, most hits filed as inhibitors; 3.4% of 340,000 active; further: potency means the concentration at half of the fitted maximal effect; on the % scale 0 is the no-effect control and ±100 the full control effect
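Infectious HCVcc-Cre (~0.5 moi) was added to cells just after compound, with cells seeded 4 h earlier at 1,000 per well. Luciferase activity after 44 h culture reported infection; substrate was incubated 15 min at room temperature before reading.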
Tb PYK inh: blocks Trypanosoma brucei pyruvate kinase | Q57TT1 | TbPYK enzyme, Kinase-Glo Plus ATP luminescence, 45 min | Potency, µM (series often up to 76.8 µM), for the others: top-dose activity, negative = inhibition, hits mostly inhibitors | 0.12% of 410,000 active; further: potency means the concentration at half of the fitted maximal effect; on the % scale 0 is the no-effect control and ±100 the full control effect; nearly all actives have a fitted effect of over 50% in size
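Luminescent Kinase-Glo Plus end-point after 45 min room-temperature reaction of T. brucei pyruvate kinase started with 130 uM ADP (final). Buffer TEA 50 mM pH 7.2 with KCl, MgCl2, BSA, Tween-20; titration-based qHTS with fitted concentration-effect curves.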
Shiga toxin inh: Shiga toxin inhibition; Vero cells, Shiga toxin protein synthesis inhibition reporter; inhibition, % at 38.7 µM; 9.2% of 290,000 active; in the data active means inhibition mostly above about 28%, no sharp cut-off; inactive means mostly below about 43%; further: 0% is about no effect
Pf growth 96h: P. falciparum growth inhibition at 96 hour, primary screen for plastid delayed-death inhibitors; Potency, µM (doses to about 28.7 µM), inactives show at the top dose activity change, negative = inhibition, hits mostly inhibitors; 6.9% of 320,000 active; P. falciparum luciferase reporter growth, 96 h; further: potency means the concentration at half of the fitted maximal effect; on the % scale 0 is the no-effect control and ±100 the full control effect
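Luminescence readout: decreased luciferase signal marks inhibited growth of reporter-expressing P. falciparum in infected red cells (2% hematocrit, 0.05% parasitemia final), exposed to compound two generations (96 h, 37 C, 5% CO2).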
Numbers without * were called inactive; i = inactive; ? = inconclusive; . = not tested or not shown; & = joins results of further samples; [ ] = remark or other dose. Unless noted, the call rests on the fitted dose curve; in most records, active means well fitted curve in the direction sought with a large enough effect; inconclusive means small, poorly fitted or top-dose-only effect, or another doubt; inactive means no such curve, though single readings can be large; an effect the other way counts as inactive or inconclusive.

SMILES	Pf growth 48h	CHX counter	LmPK inh	HCV inh	Tb PYK inh	Shiga toxin inh	Pf growth 96h
Cc1ccccc1SCc1noc(C(=O)NC(C)C)c1C(=O)O	4%	-1	2%	2%	-3%	-8	?
COc1ccc(-c2cc(C(=O)N3CCc4ccccc4C3)no2)cc1	12%	28*	-1%	-19%	-1%	88*	?
CCOc1ccccc1NC(=O)COc1coc(CN2CCc3ccccc32)cc1=O	12µM*	.	.	7.9µM*	-9%	.	?
O=c1oc2ccccc2c2c1C1O[C@](c3ccsc3)(Cc3c1ccc1ccccc31)O2	45%[activator][5.75 µM]	19*	-9%[11.5 µM]	.	.	i	?
CC(Oc1ccc(Cl)cc1Cl)C(=O)Nc1ncccn1 (stereo unspecified)	.	22*	3%	3%	2%	41	?
Cc1ccc(-c2ccc(C(=O)NCCCNC(=O)c3cnccn3)o2)cc1Cl	?	9	-1%	1%	2%	6	-1%
Cc1ccc(C)c(NS(=O)(=O)c2ccc(OCC(=O)NCC3CCCO3)cc2)c1 (stereo unspecified)	-12%	-2	1%	-7%	-1%	19	-6%
CC1CCN(C(=O)C2CCCN(S(=O)(=O)c3ccc4c(c3)CC(C)N4C(=O)C3CC3)C2)CC1 (stereo unspecified)	?	-3	-2%	-22%	-2%	1	?
Cc1ccc(C2=Nn3c(COc4ccc(Cl)cc4)nnc3SC2CC(=O)O)cc1 (stereo unspecified)	33%[activator]	-9	-6%	29%	-3%	-4	37%[activator]
CCOC(=O)N1CCN(Cc2nc(Cc3cccc(F)c3)no2)CC1	4%	6	8%	-20%	2%	34	23%
Cc1ccccc1C(=O)Oc1ccccc1C(=O)N1CCOCC1	-13%	-2	1%	12%	1%	10	8.3µM*
COc1ccc(-c2cc(=Nc3cccc(C(=O)O)c3)c3cc(C)ccc3o2)cc1	374%[activator]	59*	-3%[11.5 µM]	?	-9%	98*	319%[activator]

Entries of single compounds, quoted from the list.
CC1CCN(C(=O)C2CCCN(S(=O)(=O)c3ccc4c(c3)CC(C)N4C(=O)C3CC3)C2)CC1 (stereo unspecified) is listed with Pf growth 48h: ?; CHX counter: -3; LmPK inh: -2%; HCV inh: -22%; Tb PYK inh: -2%; Shiga toxin inh: 1; Pf growth 96h: ?
Cc1ccccc1SCc1noc(C(=O)NC(C)C)c1C(=O)O is listed with Pf growth 48h: 4%; CHX counter: -1; LmPK inh: 2%; HCV inh: 2%; Tb PYK inh: -3%; Shiga toxin inh: -8; Pf growth 96h: ?

Further entries
SMILES	Pf growth 48h	CHX counter	LmPK inh	HCV inh	Tb PYK inh	Shiga toxin inh	Pf growth 96h
CCOC(=O)c1[nH]c2ccccc2c1NC(=O)CC	.	-5	-1%	0%	1%	-9	3%
N/C(=N\OC(=O)c1cc([N+](=O)[O-])ccc1Cl)c1ccccn1	45%[activator]	23*	-4%	11µM*	2%	58*	-23%
O=C(Nc1ccc(F)cc1)c1ccc(C(=O)N2CCOCC2)cc1	-18%	.	.	6%	-8%	.	52%[activator]
COc1cc(C(=O)Nc2nc3ccc(S(C)(=O)=O)cc3s2)cc(OC)c1C	?	7	-1%	3.5µM*	-2%	4	7.4µM*
COc1ccc(N2CCN(S(=O)(=O)c3c(C)nc4sccn4c3=O)CC2)cc1	5%	-3	0%	8%	3%	3	4.1µM*
O=C(COc1ccc(/C=N/NS(=O)(=O)c2ccccc2)cc1)Nc1ccccc1	45%[activator]	21*	3%	19%	1%	60	?
COc1ccc(CCNC(=O)CN(c2cccc([N+](=O)[O-])c2)S(C)(=O)=O)cc1OC	4%	-2	0%	12%	2%	22	87%[activator]
O=C(COc1ccc(C(=O)NCc2cccnc2)cc1)Nc1cccc(C(F)(F)F)c1	-18%	.	.	?	0%	.	?
COc1ccc(C2C(C#N)=C(C)NC(C)=C2C#N)c(OC)c1	11%	2	5%	7%	7%	-14	-32%
COc1ccc(/C=N/NC(=O)c2ccccc2O)cc1Cn1cc(Cl)cn1	47%[activator]	16*	1%	22%	-15%	43	0%
CCS(=O)CC(=O)Nc1c(-c2ccccc2)oc2ccccc2c1=O (stereo unspecified)	1%	12	-8%	-14%	5%	13	21%
CCOC(=O)C(NC(=O)CC)(Nc1sc2c(c1C(=O)OC)CCN(C)C2)C(F)(F)F (stereo unspecified)	?	-1	-1%	5%	-2%	-24	0%
CCCNc1c(NS(=O)(=O)c2ccc(Cl)s2)c(=O)oc2ccccc12	14%	-1	4%	-2%	6%	-2	21%
Cc1ccsc1/C=N/NC(=O)Cc1cc(=O)[nH][nH]1	-24%	4	-1%	0%	2%	21	-14%
COCCN(CC(=O)NC1CCCCC1)C(=O)CSc1nc2ccccc2o1	-10%	-2	-3%	?	3%	-11	9%
Fc1ccc(Nc2nc(-c3cccnc3)cs2)cc1	42%[activator]	48*	-4%	?	1%	146*	39%[activator]
O=C(NCC1CCCN1S(=O)(=O)c1cccs1)c1ccc([N+](=O)[O-])cc1 (stereo unspecified)	?	.	.	-3%[8.37 µM]	-13%	.	?
Cc1cc(NC(=O)CSCc2ccccc2)no1	8%[5.75 µM]	1	0%	5%	4%	-4	4%
CC(C)CC1c2[nH]c3ccccc3c2CCN1CCCn1cccn1 (stereo unspecified)	?	-2	1%	-7%	-5%	-7	13µM*
CN(C)Cc1c(C(=O)N/N=C/c2cccs2)nnn1-c1nonc1N	11%	-1	-5%	28%	-2%	-17	5%
CCOc1ccc(C(O)Cn2c(=N)n(CCN3CCCCC3)c3ccccc32)cc1 (stereo unspecified)	4.7µM*	-4	4%	10µM*	-1%	-16	.
CCc1ccc(Nc2nc(N3CCOCC3)nc(N3CCOCC3)n2)cc1	-26%	-6	-4%	?	2%	-9	9.3µM*
CCS(=O)(=O)c1ccc(C(=O)Nc2cccc(Cl)c2)c(Cl)c1Cl	7%	-3	7%	?	0%	-7	-21%
Cc1ccc(C(=O)N[C@H](C(=O)Nc2cc(Cl)cc(Cl)c2)C(C)C)cc1	?	-4	4%	28%	-8%	-13	?
CCOC(=O)N1CCN(c2c(NCC3CCN(Cc4cccc(C)c4)CC3)c(=O)c2=O)CC1	8%	-3	3%	-25%&5%	0%	-14	6.6µM*
CCCCN1CC(=O)N2[C@H](c3ccc(Cl)cc3)[C@@H]3C(=O)N(CC)C(=O)[C@@H]3[C@]2(C)C1=O	-2%	-4	-3%	12%	1%	-3	26%
COc1cc2c3cc1Oc1cc(ccc1O)C[C@@H]1c4c(cc(OC)c(O)c4Oc4ccc(cc4)C[C@@H]3N(C)CC2)CC[N+]1(C)C	-19%	.	.	.	4%	.	?
COC(=O)C1CN(C(=O)COc2ccc(C)c(C)c2)c2ccccc2O1 (stereo unspecified)	1%	1	-4%	-1%	-5%	2	19%
CCc1ccc2[nH]c(=O)c(C3C(C#N)=C(N)Oc4c3ccc3cccnc43)cc2c1 (stereo unspecified)	?	-3	7%	11µM*	28%	-4	?
Cc1ccc(O)c(C2=Nc3ccccc3C2(C)C)c1	118%[activator]	49*	-13%	?	2%	89*	42%[activator]
Cc1cc(N2CCOCC2)ncc1[N+](=O)[O-]	0%	-1	-5%	6%	2%	-17	0%
CC(C)OCCCN(C)C1CCN(S(=O)(=O)c2csc(C(N)=O)c2)CC1	12%	-1	5%	16%	-5%&1%	4	?
CC1CN(c2nc3ccccc3nc2C(C#N)C(=O)NC2CCCCC2)CC(C)O1 (stereo unspecified)	-15%	19*	-1%	.	.	19	?
O=c1c2c3c(sc2nc(N2CCNCC2)n1-c1cccc(Cl)c1)CCCCC3	?	0	0%	.	.	-5	?
CCOC(=O)CNC(=O)CSc1nnc(CCc2nc3ccccc3[nH]2)n1C	-1%	-2	6%	9%	-6%	-2	-18%
CCCCc1cc(=O)oc2cc(OCC(=O)NC(Cc3c[nH]c4ccc(O)cc34)C(=O)O)ccc12 (stereo unspecified)	48%[activator]	-2	-12%	41%	-2%	-4	-3%
CCOC(=O)c1sc(NS(=O)(=O)c2cc(C)ccc2C)nc1C	18%	-4	2%	13%	1%	-24	.
Cc1ccnc(SCCn2c(Br)nc3c2c(=O)[nH]c(=O)n3C)n1	11%	-2	2%	-9%	2%	-2	6%[5.75 µM]
CC(=NCc1ccc2c(c1)OCO2)C1=C(O)c2ccccc2C1=O	20%	14*	-3%	-10%	-2%	13	.
CCN(CC)CCCNC(=O)c1sc2nc(-c3ccc(F)cc3)cn2c1C	.	-2	0%	?	-5%	10	13µM*
O=C(Nc1ccc2nn(-c3ccccc3)nc2c1)c1cccnc1	10%	22*	-2%	?	-11%	43	10%
CC(C)CC(c1nnnn1C1CCCC1)N1CCN(c2ccccc2F)CC1 (stereo unspecified)	0%	-3	1%	?	-3%	-5	38%[activator]
O=C(NC(CO)(CO)CO)[C@@H]1CCCN1S(=O)(=O)c1cccc2cccnc12	25%	.	.	2%	3%	.	0%
Cc1cc(N2C(=O)C(O)=C(C(=O)c3cccs3)C2c2cccc(Br)c2)no1 (stereo unspecified)	-3%	-1	2%	7%	-4%	-8	?
COc1ccc(OCC(=O)OCC(=O)NC2CCCCC2C)cc1 (stereo unspecified)	-19%	.	.	5%	8%	.	?
COc1ccc(N2CC(O)(c3ccc(OC(F)F)cc3)[N+]3=C2CCCC3)cc1 (stereo unspecified)	?	-2	3%	6%	-4%	-3	?
CCc1ccccc1NC(=S)NC1CC2CCC(C1)N2Cc1ccco1 (stereo unspecified)	-3%	6	0%	-10%	-4%	3	?
Clc1nc(Oc2ccccc2)nc(-c2cn(-c3ccccc3)c3ccccc23)n1	22%	6	0%	6%	4%	9	10%
Cc1csc(/C(=N/OC(=O)c2ccco2)C(N)=O)n1	15%	6	-1%	16%	-9%	-4	?
COc1ccc(-c2ccnc(SCC(=O)c3ccc(Cl)cc3)n2)cc1	27%	-1	0%	?	-4%	0	-13%
O=C(N/N=C/c1ccc(OC2CSC2)cc1)c1ccccc1	12µM*	50*	-11%	-23%	-4%	127*	?
O=C(NCCCN1CCOCC1)c1cc(-c2cccc(Br)c2)nc2ccccc12	?	-2	2%	?	2%	-5	?
c1ccc(Cn2c(-c3ccccc3)nc3nc4ccccc4nc32)cc1	0%	-5	1%	?	3%	3	?
CCC(=O)c1ccc(OCC(=O)N2CCc3cc(OC)c(OC)cc3C2)cc1	?	-2	3%	-13%	-4%	-4	79%[activator]
COc1ccc(C(=O)N[C@H](C(=O)NCc2cccs2)C(C)C)cc1	91%[activator]	5	9%	?	1%	-7	-1%
Cc1nn(C)cc1CNC(=O)COc1ccc(Cl)cc1Cl	0%	1	-4%	-10%	-1%	0	12%
Cc1cccc(-c2nc(CNC(=O)c3ccco3)cs2)c1	50%[activator]	42*	0%	?	-3%	106*	?
COCC(C)n1c(SCC(=O)Nc2oc(C)c3c(C)n[nH]c(=O)c23)nc2ccccc2c1=O (stereo unspecified)	4%	-1	0%	-18%	-7%	-3	2%
Cc1csc(NC(=O)C2CCC(C)(C(=O)O)C2(C)C)n1 (stereo unspecified)	-1%	-3	-4%	6%	-3%	19	?
CCN1CCN(C(c2cccs2)C(C)NS(=O)(=O)c2ccccc2)CC1 (stereo unspecified)	15%	4	-1%[11.5 µM]	5%	4%	-1	?
O=C(CCC1CCCC1)N[C@@H](Cc1ccc(O)cc1)C(=O)O	53%[activator]	4	0%	-7%	-1%	-4	0%
O=C(OCC(=O)N1CCN(c2ccccc2)CC1)c1cccs1	6%	.	.	-10%	-1%	.	41%[activator]
O=C(CSc1ccc2nnc(-c3cccnc3)n2n1)c1ccccc1	29%	6	7%	19%	6%	7	1%
